Compound activity as filed in PubChem BioAssay.
MEKK2 WT-MEK5: modulators of MEK5 binding to wildtype MEKK2, primary screen, biochemical, multiplex bead flow cytometry, Alexa488-MEK5 | binding response (% of control), % at 10 µM | 1.1% of 290,000 active | AID 1531, 2009 | Mitogen-activated protein kinase kinase kinase 2 (Homo sapiens), Q9Y2U5 | Alexa488-MEK5 binding to MEKK2 WT; actives lie on both sides; in the data active = binding response below about 67% or above about 130%
GPR7 antag: GPR7 receptor antagonists, primary screen, cell-based, fluorescence, single concentration; 1.1% of 290,000 active; AID 1861, 2009; GPR7-expressing cells, fluorescence antagonist assay; inhibition, % at 4.4 µM; in the data active = inhibition above about 16%, passing the limit was not always enough;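 also: cells stimulated with the agonist NPW; 0% = agonist with vehicle and 100% = vehicle without agonist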
Target sequence (P48145 whole entry, looked up): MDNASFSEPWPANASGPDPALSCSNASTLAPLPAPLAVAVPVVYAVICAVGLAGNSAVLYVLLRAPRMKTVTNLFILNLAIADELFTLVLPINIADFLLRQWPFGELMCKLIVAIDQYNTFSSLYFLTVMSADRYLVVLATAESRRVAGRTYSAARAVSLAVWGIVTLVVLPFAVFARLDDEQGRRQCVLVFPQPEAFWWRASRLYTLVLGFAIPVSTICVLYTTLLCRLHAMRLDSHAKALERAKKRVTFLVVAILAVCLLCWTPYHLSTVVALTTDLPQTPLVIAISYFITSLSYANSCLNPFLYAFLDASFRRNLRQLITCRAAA
OXTR potentiate: human OXTR potentiators, primary screen, fluorescence, CHO-OTR cells, Fluo-8 calcium | 0.061% of 320,000 active | Oxytocin receptor (Homo sapiens), P30559 | Fluo-8 calcium fluorescence, potentiator mode; 0% = oxytocin EC15, 100% = EC100 | activation, % at 3 µM | AID 2445, 2010;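 active = activation above that plate's cutoff, the mean activation of tested compounds plus 3 SD, cut at about 6.6% in these data, passing the limit was not always enough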;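 also: 100% uses oxytocin at 75 nM as the full agonist control; some results filed as inactive read as strong as hits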
Target sequence (P30559 whole entry, looked up): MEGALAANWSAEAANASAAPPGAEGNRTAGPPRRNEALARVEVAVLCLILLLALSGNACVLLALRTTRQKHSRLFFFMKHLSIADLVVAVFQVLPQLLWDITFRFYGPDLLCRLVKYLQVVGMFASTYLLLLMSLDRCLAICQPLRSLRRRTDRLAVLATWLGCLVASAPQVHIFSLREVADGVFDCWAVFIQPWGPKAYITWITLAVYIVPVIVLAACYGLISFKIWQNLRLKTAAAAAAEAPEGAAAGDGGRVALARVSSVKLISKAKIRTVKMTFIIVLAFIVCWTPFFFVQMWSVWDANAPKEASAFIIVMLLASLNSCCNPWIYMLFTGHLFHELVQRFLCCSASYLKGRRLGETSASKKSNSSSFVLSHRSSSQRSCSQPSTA
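assay system = CHO-OTR cells, human receptor | schedule = compound 6 min at room temperature before oxytocin, 100 s read | detection = Fluo-8 intracellular calcium fluorescence, ex 470-495, em 515-575 nm | evaluation = normalized max/min fluorescence ratio, % activation | control set = EC15 oxytocin alone as 0%, 75 nM oxytocin (EC100) as 100%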
GalR3 antag: GalR3 antagonists in HEK293 cells, primary screen, cell-based, fluorescence readout | HEK293 GalR3-CNG cAMP membrane potential fluorescence; galR3 body fused to GalR1 C-terminus | inhibition, % at 3 µM | AID 651719, 2012 | 0.44% of 360,000 active;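 active = inhibition above the screen-wide average plus 3 SD, cut at about 13% in these data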;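 also: forskolin and galanin both at EC90 stimulate the cells; cAMP rise reported by CNG channel membrane potential dye signal; 0% = forskolin plus galanin with DMSO and 100% = forskolin alone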
Target sequence (O60755 1-299 limits assumed): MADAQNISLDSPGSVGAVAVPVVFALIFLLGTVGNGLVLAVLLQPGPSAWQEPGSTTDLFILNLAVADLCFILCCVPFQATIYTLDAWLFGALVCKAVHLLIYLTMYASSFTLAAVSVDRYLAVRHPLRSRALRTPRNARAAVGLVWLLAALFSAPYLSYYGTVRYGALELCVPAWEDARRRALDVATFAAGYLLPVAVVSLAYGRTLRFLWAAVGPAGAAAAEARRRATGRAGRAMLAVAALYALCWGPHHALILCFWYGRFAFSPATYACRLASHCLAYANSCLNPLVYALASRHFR
PfM18AAP inh: PfM18AAP inhibitors, malaria aminopeptidase, primary screen, biochemical, QFRET, recombinant enzyme | 1.2% of 290,000 active | H-Glu-NHMec fluorogenic cleavage | M18 aspartyl aminopeptidase (Plasmodium falciparum 3D7) | inhibition, % at 7.35 µM | AID 1822, 2009;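 active = inhibition above the campaign mean inhibition over all tested compounds plus 3 SD, cut at about 28% in these data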;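 also: 0% = plate median of test compound wells and 100% = 2 mM ZnCl2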
NALP1 yeast inh: NALP1 inflammasome inhibitors in reconstituted yeast, colorimetric, S. cerevisiae, triplicate retest | S. cerevisiae NALP1/ASC/caspase-1 growth, X-gal OD620, 72 h | inhibition, % at 10 µM | AID 2071, 2009 | 0.61% of 280,000 active; in the data active = inhibition mostly above about 24%, no sharp cut-off; inactive = mostly below about 32%; also: some compounds called inactive have numbers as strong as hits
V1R ag counter: agonists of human V1a receptor, primary screen, counter-screen for OXTR agonist project, fluorescence, CHO-V1R cells; Fluo-8 calcium fluorescence, agonist mode; 0% DMSO, 100% 3 nM vasopressin; activation, % at 3 µM; 0.25% of 320,000 active;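 active = activation above the mean activation of all tested compounds plus 3 SD, per screening run, cut at about 20% in these data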;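 also: signal is peak over basal fluorescence ratio across a 100 second FLIPR read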
MEKK2mut PB1 HTS: MEK5 binding signal on mutant MEKK2 PB1, primary screen, biochemical, multiplex bead flow cytometry, Alexa488-MEK5; percent response, % at 10 µM; Alexa488-MEK5 binding to MEKK2 mutant; 0.35% of 290,000 active; in the data active = percent response above about 24%, passing the limit was not always enough; also: inactives centre near 1; some results filed as inactive read as strong as hits
OXTR agonist: human OXTR agonists, primary screen, fluorescence, CHO-OTR cells, Fluo-8 calcium | Oxytocin receptor (Homo sapiens), P30559 | Fluo-8 calcium fluorescence; normalized: DMSO 0%, oxytocin 100% | activation, % at 3 µM | 0.32% of 320,000 active | AID 2435, 2010;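 active = activation above the mean of all tested compounds plus 3 SD, cutoff set per screening run, cut at about 20% in these data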;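 also: peak over basal fluorescence ratio from a 100 s FLIPR kinetic read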
The depositor's hits bear a star; x = no result given. Outcome played no part in choosing rows (roughly 4.1% active in at least one column).

SMILES | MEKK2 WT-MEK5 | GPR7 antag | OXTR potentiate | GalR3 antag | PfM18AAP inh | NALP1 yeast inh | V1R ag counter | MEKK2mut PB1 HTS | OXTR agonist
CN(NS(C)(=O)=O)c1ncc(C(F)(F)F)cc1Cl | 91 | 2 | -7 | -5 | 0 | -14 | 0.7 | -9 | -0.3
O=C(NCC1CCCO1)c1cc(S(=O)(=O)N2CCCCC2)ccc1Cl (configuration not stated) | x | x | -3 | -2 | x | x | 0.1 | x | 1.5
O=C(NC(Cc1ccccc1)C(=O)N1CCCC1C(=O)O)c1ccccc1 (configuration not stated) | 106 | 1 | 2 | -2 | 4 | 11 | 0.7 | 7 | -0.3
COc1ccc(CCN(C)C2CCCN(S(=O)(=O)N(C)C)C2)cc1OC (configuration not stated) | 112 | -11 | -5 | -9 | -4 | x | 1.3 | 9 | 0.0
COC(=O)CSc1ccc2nnc(-c3ccc(OC)c(OC)c3)n2n1 | 112 | -10 | -4 | 4 | -3 | 24 | -0.8 | 11 | -0.8
COc1ccc(Br)cc1CN(C)C(=O)Cc1ccc(OC)c(S(=O)(=O)N2CCOCC2)c1 | x | x | 2 | -1 | x | x | 1.2 | x | 0.5
Cc1cc(N)n(-c2ccccn2)n1 | 90 | -15 | 3 | -5 | 1 | 11 | 0.7 | -20 | 1.7
CCOC(=O)c1c(NC(=O)C2C3C=CC(CC3)C2C(=O)O)sc(C)c1CC (configuration not stated) | 92 | -6 | 2 | -6 | -9 | 17 | -1.1 | -2 | -2.0
C#CCn1cccc(C(=O)Nc2ccc(OC)cc2)c1=O | 102 | 1 | -15 | 4 | 4 | 6 | 1.6 | 3 | -0.6
COc1ccc(S(=O)(=O)c2snnc2C)cc1 | 101 | -13 | -4 | -7 | -5 | 7 | 0.0 | 0 | -0.1
COC(=O)N/N=C/c1ccc(-c2ccccc2Cl)o1 | 100 | -1 | -6 | -1 | 2 | x | -0.2 | -4 | -0.9
COc1ccc([N+](=O)[O-])cc1NC(=O)CSc1ccc2ccccc2c1 | 108 | 1 | -11 | -7 | 2 | 27 | 3.3 | 0 | 0.1
Cc1cc(C)n2nc(CC(=O)NNC(=O)COc3cccc(C)c3C)nc2n1 | 89 | -1 | 1 | 7 | 3 | 0 | 0.6 | -14 | 0.0
O=C(Cn1cnc2c(cnn2-c2ccccc2)c1=O)NCCc1ccccc1 | 108 | -11 | -5 | -4 | -3 | 0 | 0.3 | 11 | -0.1
Cc1cc(C)c(S(=O)(=O)NCCc2ccncc2)c(C)c1 | 113 | 7 | -8 | -12 | 5 | 8 | 2.6 | 15 | 1.5
Cc1ccccc1NC(=O)c1cccc(NC(=O)CCC(=O)O)c1 | 95 | 2 | -6 | -5 | -10 | 12 | 0.8 | -1 | 0.3
COc1ccc(Cl)cc1C(=O)NNC(=O)c1n[nH]c2ccccc12 | x | x | 5 | -6 | x | x | -0.5 | x | -0.5
CCOc1ccccc1N1CCN(C(=O)c2cccc(-c3ccc(O)cc3)c2)CC1 | x | -10 | -20 | -4 | -5 | 8 | 6.8 | x | 6.2
O=C(CCC(=O)Nc1ccccc1)NNC(=O)c1cccs1 | 97 | -6 | 3 | -7 | 1 | -2 | 0.5 | -1 | 0.4
Cc1ccc(F)c(NC(=O)CCc2ccccc2)c1 | 95 | 0 | -4 | -3 | 3 | 4 | -0.9 | 1 | -0.2
O=S(=O)(c1ccccc1Cl)N1CCC(O)(c2cccnc2)CC1 | 98 | 2 | -4 | -8 | 4 | -1 | 4.7 | -3 | 1.0
COc1ccccc1NS(=O)(=O)c1cc(NC(=O)c2ccc3c(c2)OCCO3)ccc1C | 94 | 27* | -11 | -4 | -9 | 24 | 0.1 | -2 | -0.7
N=c1c2c(-c3ccccc3)c(-c3ccccc3)n(Cc3ccccc3)c2ncn1CCCn1ccnc1 | 146* | -3 | -10 | -7 | -3 | 30* | 2.1 | 12 | -0.7
O=C(NC1CCCC1)C(c1ccncc1)N(Cc1ccccc1)C(=O)Cc1cccs1 (configuration not stated) | 95 | -4 | 4 | -2 | -1 | 18 | -0.2 | -3 | -0.7
Nc1ccccc1C(=O)NCc1ccc(Cl)cc1 | 103 | 2 | -3 | 5 | 3 | 14 | 0.5 | 1 | 1.4
COc1ccc(CNC(=O)C2CCN(S(=O)(=O)c3c(C)noc3/C=C/N(C)C)CC2)cc1 | 97 | -2 | -3 | x | -6 | 13 | 0.5 | -1 | 0.0
CCc1ccc(OCC(=O)N(C)CCC#N)c(Br)c1 | 106 | 14 | -8 | -7 | 0 | 12 | 0.6 | 6 | -1.8
COc1ccccc1NC(=S)Nc1cccc(F)c1 | 99 | -7 | 0 | -2 | 8 | 12 | 0.4 | 1 | 0.4
Cc1ccc(N2CCN(C(=O)C3CCC(=O)N(Cc4ccc(Cl)cc4)C3)CC2)c(C)c1 (configuration not stated) | 102 | 1 | x | -4 | -3 | 9 | x | 2 | x
Cc1cscn1 | x | x | -1 | -2 | x | x | 0.6 | x | 0.3
COc1ccccc1-c1cc(C(F)(F)F)nc(S(=O)(=O)CCCC(=O)N2CCCCC2C)n1 (configuration not stated) | 96 | 17 | -9 | -5 | -1 | -4 | -1.2 | 1 | -2.8
Cc1nn(C)cc1S(=O)(=O)N1CCN(c2cccc(Cl)c2)CC1 | 105 | -5 | -5 | 1 | 1 | -1 | 2.1 | 5 | 0.6
COc1ccc(S(=O)(=O)N2CCN(C(=O)COc3ccc(C)c(C)c3)CC2)cc1OC | 97 | -4 | -8 | 3 | -12 | 15 | 2.0 | -3 | 1.9
Cc1noc(C)c1CSc1nnc(-c2ccccc2F)n1CCc1ccccc1 | 101 | 17 | -1 | -6 | -10 | 7 | 0.9 | 2 | 0.0
Cc1cccc(C(=O)OCC(=O)Nc2ccccc2C(=O)NC2CC2)c1 | x | x | -9 | -1 | x | x | 1.4 | x | -1.3
CC(=O)c1c(C)[nH]c(C(=O)OCC(=O)Nc2cccc(S(=O)(=O)N3CCCC3)c2)c1C | 108 | 3 | -13 | -11 | -1 | 33 | 6.2 | 12 | 5.8
COc1ccccc1/C=C/C=N/n1c(-c2cc(-c3ccccc3)n[nH]2)n[nH]c1=S | 92 | -6 | -8 | 3 | 17 | -21 | 0.0 | -5 | -1.5
Cc1cc(C)n(CC(=O)n2c3c(c4ccccc42)CCCC3)n1 | 102 | -6 | -1 | -1 | 5 | 20 | -1.7 | 3 | -2.0
COc1ccc(S(=O)(=O)N2CCCCCC2)cc1NC(=O)CC1OC(=O)c2ccccc21 (configuration not stated) | x | x | -6 | -2 | x | x | 0.4 | x | -0.2
COc1ccccc1NC(=O)C(C)OC(=O)c1cc2ccccc2[nH]1 (configuration not stated) | x | x | -9 | -4 | x | x | 4.2 | x | 3.7

An excerpt of these results, with tabs:
compound	MEKK2 WT-MEK5	GPR7 antag	OXTR potentiate	GalR3 antag	PfM18AAP inh	NALP1 yeast inh	V1R ag counter	MEKK2mut PB1 HTS	OXTR agonist
COc1ccccc1-c1cc(C(F)(F)F)nc(S(=O)(=O)CCCC(=O)N2CCCCC2C)n1 (configuration not stated)	96	17	-9	-5	-1	-4	-1.2	1	-2.8
Cc1cc(C)n(CC(=O)n2c3c(c4ccccc42)CCCC3)n1	102	-6	-1	-1	5	20	-1.7	3	-2.0

An excerpt from above in order of their number in MEKK2 WT-MEK5, falling:
| mol | MEKK2 WT-MEK5 |
| --- | --- |
| O=S(=O)(c1ccccc1Cl)N1CCC(O)(c2cccnc2)CC1 | 98 |
| COc1ccccc1-c1cc(C(F)(F)F)nc(S(=O)(=O)CCCC(=O)N2CCCCC2C)n1 (configuration not stated) | 96 |
| O=C(NC1CCCC1)C(c1ccncc1)N(Cc1ccccc1)C(=O)Cc1cccs1 (configuration not stated) | 95 |

Later entries:
SMILES | MEKK2 WT-MEK5 | GPR7 antag | OXTR potentiate | GalR3 antag | PfM18AAP inh | NALP1 yeast inh | V1R ag counter | MEKK2mut PB1 HTS | OXTR agonist
Cc1cc(C)n(Cc2cccc(C(=O)N/N=C/c3cccnc3)c2)n1 | 102 | 8 | x | -1 | -2 | 24 | x | 3 | x
Cc1cccc(C)c1NC(=O)COC(=O)COc1ccc2c(C)cc(=O)oc2c1 | 96 | -7 | 1 | 2 | -4 | 10 | 0.2 | -3 | -0.2
CCc1ccc(OCC(O)CNC(C)(C)C)cc1 (configuration not stated) | 105 | 3 | -2 | -7 | -2 | 12 | -0.1 | 1 | 1.5
Cc1cc(C)cc(NC(=O)COC(=O)c2cccc(S(=O)(=O)N3CCCCC3)c2)c1 | x | x | -6 | -5 | x | x | 0.1 | x | 0.3
CCn1c(CC(=O)Nc2ccccc2F)nnc1SCC(=O)N1CCOCC1 | 105 | -5 | -1 | 0 | 1 | 8 | 0.1 | 5 | -0.5
O=C(NCc1cccc(Cl)c1)c1ccc2c(c1)OCO2 | 97 | 4 | 2 | -4 | 12 | 33 | -0.4 | -4 | -0.5
CCOC(=O)c1c(NC(=O)CN(C)C)sc(C(=O)N(CC)CC)c1C | 104 | -6 | -6 | -7 | 0 | 7 | 0.5 | 8 | -1.4
Cc1cc(C)c2c(CN3CCN(Cc4ccccc4)CC3)cc(=O)oc2c1 | 109 | -5 | x | -12 | -6 | 5 | x | 14 | x
COC(=O)C1=C(C)NC(=O)NC1c1ccc([N+](=O)[O-])o1 (configuration not stated) | 98 | -1 | -13 | -3 | -8 | 34 | 1.6 | 0 | 1.0
S=C(NCc1ccccc1)NCc1ccco1 | 102 | -16 | x | -4 | 21 | -3 | x | 1 | x
CCC(C(=O)NC1CCCCCC1)n1nc(C)c2c(C)n(-c3ccccc3)nc2c1=O (configuration not stated) | 98 | -24 | -10 | 1 | 6 | 13 | -0.5 | 0 | -1.8
COc1ccc(S(=O)(=O)N2CCCC(C(=O)Nc3cccc(C(C)=O)c3)C2)cc1 (configuration not stated) | 101 | 5 | -14 | -2 | 0 | -3 | 1.0 | 1 | -0.3
COc1ccc(CCC(=O)OCC(=O)c2ccc(C)cc2)cc1 | 92 | -5 | -6 | 2 | 1 | 15 | -0.3 | -1 | -2.6
O=C(COC(=O)c1cccnc1Cl)NCCc1ccccc1 | x | x | -3 | -3 | x | x | 0.3 | x | 1.1
COc1cccc(C2CC(c3c(-c4ccccc4)c4cc(Cl)ccc4[nH]c3=O)=NN2S(C)(=O)=O)c1OC (configuration not stated) | 85 | -2 | -5 | -6 | 7 | -12 | 3.9 | -7 | 0.4
COC(=O)CSc1cc(C)nc(NC(C)=O)n1 | 91 | -2 | 1 | -3 | 2 | x | 0.4 | -7 | 1.5
CCCc1nc2oc3c(NCCN4CCOCC4)ncnc3c2c2c1CCCC2 | 115 | x | -3 | 3 | x | 19 | 0.3 | 6 | -2.2
COc1cccc(NC(=O)N2CCC(NC(=O)C(Cc3ccccc3F)NC(C)=O)CC2)c1 (configuration not stated) | 101 | -14 | -4 | -7 | 1 | 5 | 0.8 | 3 | 0.1
CCOC(=O)C1=C(C)NC(=O)CC1c1cc2c(cc1Br)OCO2 (configuration not stated) | 99 | -2 | -10 | -4 | 2 | 4 | -0.4 | -2 | -1.1
